TRHR enhancer = allosteric enhancers of human TRH receptor. P34981. TRHR cells, fluo-8 calcium fluorescence, EC20 TRH enhancement. 0.66% of 360,000 active. enhancement, % at 2 µM; in the data active means enhancement above about 30%; further: 0% is about no effect
Target sequence (P34981 whole entry, looked up): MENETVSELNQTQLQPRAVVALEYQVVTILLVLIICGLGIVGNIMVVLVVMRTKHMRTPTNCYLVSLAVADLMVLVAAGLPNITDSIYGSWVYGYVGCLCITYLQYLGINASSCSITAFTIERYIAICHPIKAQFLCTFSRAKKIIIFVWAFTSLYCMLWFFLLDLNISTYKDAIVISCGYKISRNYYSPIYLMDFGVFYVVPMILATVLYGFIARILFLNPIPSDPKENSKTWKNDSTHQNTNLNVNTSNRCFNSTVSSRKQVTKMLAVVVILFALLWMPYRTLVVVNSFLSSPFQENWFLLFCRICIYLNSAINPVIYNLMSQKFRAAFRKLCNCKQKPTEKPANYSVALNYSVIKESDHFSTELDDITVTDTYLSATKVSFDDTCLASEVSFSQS
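Enhancer read-out: after compound pinning and an initial kinetic agonist-mode read, an EC20 of TRH (10 nM final) was injected and fluo-8 calcium signal (Ex 480/Em 530) followed at 1 s/cycle for 100 cycles in TRHR-expressing cells.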
D2 PAM = positively modulates the human D2 dopamine receptor allosterically | HEK293 T-REx D2, calcium flux, EC20 dopamine potentiation | potentiation, % at 10 µM | AID 485347 | P14416 | 0.34% of 340,000 active;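 active means potentiation over 3 SD above the plate norm, cut at about 30% in these data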; further: 0% is about no effect
Target sequence (P14416 whole entry, looked up): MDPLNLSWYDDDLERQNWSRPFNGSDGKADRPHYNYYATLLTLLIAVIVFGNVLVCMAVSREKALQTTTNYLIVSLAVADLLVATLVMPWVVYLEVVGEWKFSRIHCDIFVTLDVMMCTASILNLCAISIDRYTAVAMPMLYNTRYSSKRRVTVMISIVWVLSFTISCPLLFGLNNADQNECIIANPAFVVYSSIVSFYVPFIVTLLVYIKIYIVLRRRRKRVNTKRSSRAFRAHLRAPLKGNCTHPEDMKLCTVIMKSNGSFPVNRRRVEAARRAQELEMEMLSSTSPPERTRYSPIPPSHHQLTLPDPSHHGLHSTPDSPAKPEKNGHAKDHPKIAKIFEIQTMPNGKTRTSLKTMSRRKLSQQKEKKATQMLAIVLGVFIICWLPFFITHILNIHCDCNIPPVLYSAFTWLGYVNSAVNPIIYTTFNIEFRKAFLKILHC
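Using a no-wash calcium dye in inducible, force-coupled HEK293 Trex cells expressing D2, we tracked fluorescence each second for 180 s after compound, then for 180 s after EC20 dopamine to detect augmented signalling.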
D1 potentiator = enhances dopamine response at the human D1 receptor; P21728; 0.036% of 360,000 active; potentiation, % at 10 µM; HEK293 TREx D1 cells, calcium flux, dopamine EC20 potentiation; in the data active means potentiation above about 30%; further: 0% is about no effect
D1 antag = antagonists of human D1 dopamine receptor; activity change, negative = inhibition, % at 10 µM; P21728; 3.2% of 360,000 active; HEK293 TREx D1 cells, calcium flux, dopamine EC80; hits give low values; AID 504652; in the data active means activity change below about -30%; further: on the % scale 0 is the no-effect control and ±100 the full control effect
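HEK293 T-REx cells expressing inducible, force-coupled D1 receptor; no-wash Ca dye, 30–90 min RT. Cmpd → 180 s read at 1 Hz → EC80 DA → 180 s read.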
D1 ag = activates the human D1 dopamine receptor; P21728; HEK293 T-REx D1 cells, calcium flux, agonist mode; activation, % at 2 µM; 1% of 360,000 active; further: 0% is about no effect
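Agonism was scored from calcium flux recorded over 180 s (1 read/s) after pintool compound addition, following a 10-cycle baseline. Cells were inducible force-coupled HEK293 TREx D1, plated overnight at 30 C and loaded with no-wash calcium dye.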
D2 ag = D2 dopamine receptor (human) agonism. activation, % at 2 µM. P14416. 0.53% of 340,000 active. HEK293 T-REx D2 cells, calcium flux agonist mode;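 active means activation over 3 SD above normal in the single-dose calcium agonist read, cut at about 30% in these data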; further: 0% is about no effect
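Tetracycline-induced HEK293 Trex cells with D2 receptor force-coupled to calcium signaling, plated overnight at 30 C and loaded with no-wash calcium dye. Calcium flux read kinetically for 180 s after compound addition; responses flag agonists.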
D2 antag = D2 dopamine receptor (human) antagonism; HEK293 TREx D2 cells, calcium flux, dopamine EC80; inhibition, % at 10 µM; 2% of 340,000 active; AID 485344; in the data active means inhibition above about 30%; further: 0% is about no effect
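Tetracycline-induced HEK293 TREx cells expressing D2 receptor forced-coupled to calcium signalling, loaded with no-wash calcium dye. Compounds added and calcium flux read 180 s, then dopamine added at EC80 and read a further 180 s.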
RXFP1 antagonist = RXFP1 (human) relaxin receptor antagonism. Q9HBX9. HEK293-RXFP1, relaxin-stimulated cAMP HTRF, 30 min; hits give low values. activity change, negative = inhibition, % at 57.5 µM. 0.59% of 350,000 active;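 active means activity change of -60% or lower, but not beyond a set lower limit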; further: on the % scale 0 is the no-effect control and ±100 the full control effect
TRHR agonist = agonists of human TRH receptor; P34981; TRHR cells, calcium flux fluo-8, FDSS agonist mode; AID 493084; 0.18% of 360,000 active; activation, % at 2 µM; further: 0% is about no effect
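Agonist-mode FDSS calcium read (Ex 480/Em 530, 1 s cycles) in 1536-well TRHR cells with fluo-8 dye, after 10-cycle baseline and 23 nL compound addition; TRH at EC20 (10 nM final) added afterwards for the enhancer phase.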
* marks the source's active call; other numbers are inactive results; x = no result given; & = joins results of further samples. Unless noted, no stated cut-off is given here; in the data, active means activation above about 30%; inactive means the rest.

SMILES	TRHR enhancer	D2 PAM	D1 potentiator	D1 antag	D1 ag	D2 ag	D2 antag	RXFP1 antagonist	TRHR agonist
Cc1csc(N)n1	1	-6	-3	-12	3	2.6	5	x	0.3
Nc1ccc(-n2ccnc2)cc1	-2	2	4	14	2	1.0	-7	-2	0.4
CN(C(=O)CSc1nnc(CNC(=O)c2ccccc2)o1)c1ccccc1	-6	-9	-4	9	1	2.1	4	-1	0.1
CNC(=O)c1ccsc1NC(=O)c1ccc(S(=O)(=O)N2CCCc3ccccc32)cc1	-5	4	-7	-18	4	6.6	-21	x	2.0
O=C(CN(Cc1ccc2c(c1)OCO2)C(=O)c1cnsn1)NC1CCCC1	-3	-6	-1	31	4	-1.0	-4	4	0.5
COc1ccc(-n2c(=O)c3ccc(C(=O)NCc4ccc(C)cc4)cc3n(Cc3ccc(Cl)cc3)c2=O)cc1	-1	-3	1	9	3	0.6	x	x	0.6
CCn1c(CSc2nc3ccccc3s2)nnc1SCC(=O)c1ccc(O)cc1O	16	17	-5	-5	-2	-1.4	8	0	-0.2
CCCCS(=O)c1snnc1C (configuration not stated)	0	x	-2	-4	0	x	x	-4	0.7
CCOc1cc(C2C3=C(CCCC3=O)OC3=C2C(=O)CCC3)cc([N+](=O)[O-])c1O	-3	3	6	-1	0	-0.5	-1	-2	-1.0
CCc1noc(C)c1C(=O)N(CCCOC)c1c(N)n(Cc2ccccc2)c(=O)[nH]c1=O	4	1	-11	2	3	-0.2	6	8	0.5
CCN(CC)S(=O)(=O)c1ccc(NC(=O)c2nn(C)c3c2CSc2ccccc2-3)cc1	5	10	-2	-15	0	1.0	x	21	0.3
CCn1cc(SCC(=O)NCC2CCCO2)c2ccccc21 (configuration not stated)	22	2	-6	18	0	-2.1	-13	4	-0.6
O/N=C/C1=C(Cl)c2ccccc2CC1	1	-6	-1	-4	2	-0.2	4	-15	-0.4
Cc1cc(C)cc(-n2ncc3c2CCCC3NC(=O)c2csnn2)c1 (configuration not stated)	2	-13	-9	-19	1	-1.9	-6	-3	-0.7
N[C@@H](CO)c1nnc([C@H](CC(=O)O)NC(=O)C2CCNCC2)o1	2	2	1	-1	-5	0.2	20	x	0.2
COc1ccc(C2=NS(=O)(=O)N(C)C(C(=O)N3C(C)CCCC3C)=C2)cc1 (configuration not stated)	2	-9	-2	-4	2	x	x	-3	-0.7
Cc1ccc(NC(=O)Cn2cc(C(=O)C3CC3)c3ccccc32)cc1	13&-6	7&3	2&-2	2&-16	1&12	0.1&0.0	-10	-2&3	0.4&1.5
COC(=O)C(C)NC(=O)COc1ccc2ccccc2c1 (configuration not stated)	-5	3	-1	15	1	0.0	-1	-7	-0.7
Cc1ccc(NCc2nnc(SCC#N)o2)c(C)c1	-4	-5	-5	-27	-1	-0.1	5	-3	-0.1
Cc1ccc(C(=O)NC(=S)NNC(=O)CCN2CCOCC2)cc1	4	3	-3	-5	2	0.1	27	-18	-0.1
COc1ccc(C2(Nc3cccc(C(=O)O)c3C)C(=O)c3ccccc3C2=O)cc1	7	-11	1	9	4	-0.5	x	-1	-0.9
Cc1cc(C)c(NC2=CC(=O)CC(C)(C)C2)c(C#N)c1	26	4	-3	-2	0	-0.4	-17	-25	-0.9
O=C1Nc2ncccc2OC1CCCl (configuration not stated)	-4	-9	0	-8	-1	0.4	-14	-2	0.2
CC(=O)NS(=O)(=O)c1ccc(NC(=O)CN2C(=O)C3C4C=CC(C4)C3C2=O)cc1 (configuration not stated)	6	5	10	-15	1	0.0	-11	1	0.2
Nc1ccnn1Cc1cccs1	-2	-1	1	5	4	0.0	-7	x	0.4

Overlap with the part before: 4 entries, followed by the next part.
SMILES	TRHR enhancer	D2 PAM	D1 potentiator	D1 antag	D1 ag	D2 ag	D2 antag	RXFP1 antagonist	TRHR agonist
Cc1cc(C)c(NC2=CC(=O)CC(C)(C)C2)c(C#N)c1	26	4	-3	-2	0	-0.4	-17	-25	-0.9
O=C1Nc2ncccc2OC1CCCl (configuration not stated)	-4	-9	0	-8	-1	0.4	-14	-2	0.2
CC(=O)NS(=O)(=O)c1ccc(NC(=O)CN2C(=O)C3C4C=CC(C4)C3C2=O)cc1 (configuration not stated)	6	5	10	-15	1	0.0	-11	1	0.2
Nc1ccnn1Cc1cccs1	-2	-1	1	5	4	0.0	-7	x	0.4
COc1ccccc1NC(=O)Cc1nn(C)c(=O)c2ccccc12	-6	-3	-4	-17	10	0.9	4	-10	1.6
O=C(CCl)NCCN1C(=O)S/C(=C\c2cccnc2)C1=O	0	10	5	10	2	0.3	-10	12	-2.0
COc1cc(NC(=S)N2CCOCC2)c(OC)cc1Cl	-1	-4	-5	0	3	-2.5	-13	-8	-1.3
COc1ccc(CNC(=O)Cc2c(C)c3c(cc(C)c4c(C)c(C)oc43)oc2=O)cc1OC	1	5	0	7	0	-0.1	x	0	-0.3
CCCC(=O)Nc1ccc(N2CCN(C(=O)CCC)CC2)cc1	12	1	-3	-5	1	0.5	-9	17	0.1
Cc1cc(NC(=O)c2ccco2)ccc1NC(=O)c1ccco1	-1	-10	0	-1	0	0.7	1	-2	0.3
O=C(Oc1ccc2c(c1)C(=O)c1ccccc1CO2)c1ccccc1	1	1	2	-8	9	-0.6	-4	-6	2.1
COc1ccc2cc(C(=O)C3CCCN(C(=O)c4cnn(C(C)C)c4)C3)ccc2c1 (configuration not stated)	4	1	-7	-18	2	-1.4	-14	-10	0.0
OCCN(CC(O)Cn1ccc2ccccc21)CC(O)Cn1ccc2ccccc21 (configuration not stated)	15	-9	5	4	7	-0.7	-9	-6	0.3
COCCn1c(SCc2nc(N)nc(Nc3ccccc3C)n2)nc2ccccc2c1=O	0	13	-2	-5	4	0.0	-20	16	-1.1
CCOc1ccc(NC(=O)Cn2cc(C(=O)c3ccccc3)c(=O)c3cc4c(cc32)OCO4)cc1	-1	-7	-1	5	3	0.2	x	x	0.0
CCOC(=O)c1ccccc1NC(=O)CN1CCCN(Cc2cc(C)ccc2C)S1(=O)=O	0	4	2	15	6	x	x	-2	-0.9
COc1ccc(-n2nnnc2SCC(=O)Nc2ccc3c(c2)OCCO3)cc1OC	6	8	-4	-6	0	0.8	26	-2	-0.7
C=CCSc1ncccc1C(=O)NCc1ccccc1	-5	x	-3	4	2	x	x	-1	0.1
CCOC(=O)[C@@H]1[C@H]2COc3ccc(Br)cc3[C@@H]2N2C(=O)N(c3ccc(C(F)(F)F)cc3)C(=O)[C@@]12C	-7	-3	1	24	3	0.4	-2	x	1.2
Cc1ccc(C)c(NC(=O)CN(C)C(=O)/C=C/c2ccco2)c1	0	29	-1	-10	2	0.7	-3	-7	0.0
CN(C)/C=c1\sc2c(C#N)cc(C(=O)c3ccc(Br)cc3)n2c1=O	-5	6	-6	-51*	-1	1.1	7	-1	1.5
CCOC(=O)/C=C/C(=O)Nc1ccc(S(=O)(=O)N(C)c2ccccc2)cc1	-1	1	0	-14	10	0.1	-1	-23	0.4
COc1cc(-c2nnc(-c3ccc(S(=O)(=O)c4ccccc4)cc3)o2)cc(OC)c1OC	1	5	0	-31*	1	-0.1	-2	8	0.0
C=Cc1ccc(Cn2c(C(=O)O)c(CNCc3ccccc3)c3ccc(OC)cc32)cc1	-6	1	2	11	0	0.3	x	-8	0.0
CCn1c(SCC(=O)NC2CCCCC2)nnc1-c1ccccn1	6	3	3	2	4	1.2	8	1	0.2
O=C(O)c1ccc(N=N/C(=N\Nc2ccc(C(=O)O)cc2)c2ccccc2)cc1	2	-6	-2	-3	18	-1.7	-6	x	-0.5
Cn1c(=O)c2c(nc(CN3CCN(CCO)CC3)n2Cc2cccc3ccccc23)n(C)c1=O	6	-3	5	12	4	0.1	1	-14	2.6
Cc1ccc(CNC(=S)N2CCOCC2)cc1	-4	3	4	9	3	-0.3	-16	9	-0.6
O=C(c1ccco1)c1cn(CC(=O)N2CCCCC2)c2ccccc12	-6	11	2	2	1	0.1	10	9	0.0
COc1ccc(NC(=O)C2CCCN(S(=O)(=O)c3ccc4[nH]c(=O)ccc4c3)C2)cc1 (configuration not stated)	2	15	-2	13	3	-0.4	1	-16	0.2
CS(=O)(=O)c1ccc(C(=O)OCC(=O)N(CCc2ccccc2)Cc2ccccc2)cc1	1	0	-13	-23	4	0.4	-15	6	0.1
Cc1ccc(S(=O)(=O)N2CCN(C(=O)Cc3ccc(S(=O)(=O)N4CCOCC4)s3)CC2)cc1	10	4	-3	-19	3	0.0	-7	1	0.0
CSCC(=O)N1CCC(n2nccc2NC(=O)CCCc2ccccc2)CC1	11	5	0	-1	1	0.5	6	-14	-0.9

Some values from the entries so far:
CCOC(=O)[C@@H]1[C@H]2COc3ccc(Br)cc3[C@@H]2N2C(=O)N(c3ccc(C(F)(F)F)cc3)C(=O)[C@@]12C in TRHR enhancer → -7
CN(C(=O)CSc1nnc(CNC(=O)c2ccccc2)o1)c1ccccc1 in D1 antag → 9
CC(=O)NS(=O)(=O)c1ccc(NC(=O)CN2C(=O)C3C4C=CC(C4)C3C2=O)cc1 (configuration not stated) in D1 potentiator → 10
Cc1ccc(C)c(NC(=O)CN(C)C(=O)/C=C/c2ccco2)c1 in D2 PAM → 29
